# RTF Ca sens inh = cardiac RTF calcium desensitization; IANBD-labeled cardiac RTF, Ca2+ fluorescence; inhibition, % at 7.15 µM; 340,000 compounds, 0.12% hits;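 active = inhibition above the mean inhibition of all tested compounds plus 3 SD, cut at about 17% in these data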;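 note: assay run at fixed EC70 calcium of 1.6 mM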
# LANA DNA inh = blocks KSHV LANA C-terminal domain binding to DNA; MBP-C-LANA/FAM-LBS DNA binding, fluorescence polarization; inhibition, % at 9 µM; 340,000 compounds, 0.078% hits;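 active = highest replicate inhibition at or above 60% at 9 µM, even if other replicates fall short; inactive = all replicates below 60% inhibition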;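 note: 0% = neutral control wells and 100% = 4 µM acridine orange control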
# DSG3 Ab inh = inhibitors of pemphigus antibody binding to human desmoglein-3 | DSG3-coupled beads, scFv-anti-DSG3-GFP binding, flow cytometry; stronger effect = lower value | AID 588358 | binding (percent of control), % at 10 µM | 310,000 compounds, 0.48% hits | P32926;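 active = binding more than 3 SD below its plate's average and above zero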; note: some compounds called inactive have numbers as strong as hits
# Target sequence (P32926 whole entry, looked up): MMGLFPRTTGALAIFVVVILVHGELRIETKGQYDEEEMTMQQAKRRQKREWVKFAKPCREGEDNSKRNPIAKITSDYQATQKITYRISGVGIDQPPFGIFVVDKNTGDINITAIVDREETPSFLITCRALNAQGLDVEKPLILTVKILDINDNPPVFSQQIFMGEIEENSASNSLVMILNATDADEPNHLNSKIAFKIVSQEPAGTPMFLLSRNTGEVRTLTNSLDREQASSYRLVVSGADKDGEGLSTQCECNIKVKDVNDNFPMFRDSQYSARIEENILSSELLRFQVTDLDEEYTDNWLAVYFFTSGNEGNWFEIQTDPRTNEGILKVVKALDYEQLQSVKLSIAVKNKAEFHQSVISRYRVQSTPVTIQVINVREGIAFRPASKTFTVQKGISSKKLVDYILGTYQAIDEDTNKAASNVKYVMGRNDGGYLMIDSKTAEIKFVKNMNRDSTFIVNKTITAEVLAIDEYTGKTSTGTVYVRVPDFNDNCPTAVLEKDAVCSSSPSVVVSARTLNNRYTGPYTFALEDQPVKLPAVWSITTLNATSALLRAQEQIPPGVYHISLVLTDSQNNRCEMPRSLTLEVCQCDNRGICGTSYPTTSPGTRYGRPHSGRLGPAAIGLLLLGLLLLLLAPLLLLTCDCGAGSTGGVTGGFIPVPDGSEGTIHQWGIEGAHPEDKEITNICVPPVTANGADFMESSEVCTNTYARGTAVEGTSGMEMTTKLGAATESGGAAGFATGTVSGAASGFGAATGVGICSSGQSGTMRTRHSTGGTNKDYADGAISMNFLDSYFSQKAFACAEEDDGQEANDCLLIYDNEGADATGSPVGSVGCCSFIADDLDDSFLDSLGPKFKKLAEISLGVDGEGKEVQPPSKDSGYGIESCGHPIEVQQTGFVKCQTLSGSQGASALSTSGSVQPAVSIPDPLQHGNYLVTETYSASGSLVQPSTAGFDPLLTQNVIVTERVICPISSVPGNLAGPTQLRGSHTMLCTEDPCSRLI
# Arrestin-AP2 inh = blocks beta-arrestin peptide binding to AP2 adaptin; FITC-arrestin peptide / GST-AP2 beads, flow cytometry; AP2 beta2 appendage carries R879A mutation; inhibition, % at 10 µM; 340,000 compounds, 0.31% hits;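 active = inhibition above a set limit, near 3 SD of compounds lacking own fluorescence, cut at about 54% in these data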;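 note: plate controls were DMSO wells for no effect and 5 µM unlabelled arrestin peptide for full effect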
#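 Measured by: flow cytometry, FL1 (488/535 nm); Material: AP2 appendage R879A on GSH beads; Evaluation: percent response; Timing: pre-incubation 12 min, peptide binding 1 h, room temperature; Also added: 50 nM FITC-arrestin peptide; Medium: PBS with 0.05% Tween 20 and 0.1% BSA.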
# V-ATPase pH = yeast V-ATPase proton transport regulation by pHLuorin. S. cerevisiae, pHLuorin cytosolic pH fluorescence. response, % at 10 µM. 350,000 compounds, 0.37% hits; in the data active = response mostly above about 7.3%, no sharp cut-off; inactive = mostly below about 5.4%; note: actives read high; inactives centre near 0; some compounds called inactive have numbers as strong as hits
# Keap1 Nrf2 FP = inhibitors of human Keap1-Nrf2 protein-protein interaction. Q14145. Keap1 Kelch-Nrf2 peptide fluorescence polarization, 1536-well. inhibition, % at 9.4 µM. 340,000 compounds, 0.15% hits. AID 504523; in the data active = inhibition above about 12%;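 note: human Keap1 Kelch domain with fluorescein labeled Nrf2 9mer peptide probe; 0% = neutral control wells and 100% = peptide positive control; higher means more block of Keap1 binding to Nrf2 peptide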
# CAL PDZ FP-1 = human CAL PDZ-peptide interaction inhibition. Q9HD26. purified CAL PDZ, TMR-peptide fluorescence polarization, 1 h. inhibition, % at 20 µM. 330,000 compounds, 0.02% hits. AID 504414;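 active = highest replicate inhibition of at least 40%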;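 note: plate controls were DMSO neutral control wells for no effect and unlabeled competitor peptide control wells for full effect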
#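 Control set: unlabelled peptide and DMSO controls / Material: purified CerCALP PDZ construct / Timing: 1 h incubation at room temperature before polarization reading / Doses: 20 µM, one dose / Detection: fluorescence polarization (mP)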
# NSD2 HMT inh = inhibitors of human histone methyltransferase NSD2. inhibition, % at 12.5 µM. 310,000 compounds, 0.54% hits. NSD2 peptide methylation, AlphaScreen, 120 min. O96028; in the data active = inhibition above about 50%
# DAGLB inh = diacylglycerol lipase beta (human) inhibition. 340,000 compounds, 0.059% hits. Q8NCG7. AID 504411. HEK293T DAGLB membrane lysate, EnzChek fluorogenic substrate. inhibition, % at 5.17 µM; in the data active = inhibition above about 34%;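 note: 0% = enzyme with vehicle and 100% = wells lacking enzyme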
# CAL PDZ FP-2 = inhibitors of human CAL PDZ peptide binding; Q9HD26; purified CAL PDZ, TMR-peptide fluorescence polarization, 1 h; inhibition, % at 24.9 µM; 300,000 compounds, 0.92% hits; AID 602252;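 active = mean inhibition of at least 30% with at least half of replicates also reaching 30%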;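 note: 0% = DMSO neutral control and 100% = excess unlabeled competitor peptide PRC23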
# * = called active by the depositor; x = no result given. An excerpt; the hit share may differ from the screen's.
No.	SMILES	Arrestin-AP2 inh	NSD2 HMT inh	DAGLB inh	CAL PDZ FP-2	CAL PDZ FP-1
1	CCCc1nnc(NC(=O)C(=O)NCCN(CC)CC)s1	11	2	-3	-3	-0.1
2	Cc1ccc(C)c(NC(=S)NC(NC(=O)/C=C/c2ccccc2)C(Cl)(Cl)Cl)c1 (centres undefined)	-2	-1	0	-9	-0.3
3	COc1cccc(CNC2CCCc3ccccc32)c1OC (centres undefined)	-3	-4	0	3	-0.7
4	CC(=O)Nc1ccc(S(=O)(=O)Nc2nc3ccccc3nc2-n2ccc(=NC(=O)c3ccccc3)cc2)cc1	10	1	x	x	x
5	CN(C)C1C(=O)c2ccccc2C1=O	-8	0	1	0	-2.2
6	COc1ccc(S(=O)(=O)n2ccc(-c3ccc(OCCN(C)c4ccccn4)cc3)n2)cc1	-5	-2	-4	3	-1.2
7	CC(C)[C@H](NC(=O)c1ccc(F)cc1)C(=O)N(C)Cc1cccs1	-2	-2	3	x	0.2
8	O=C(NCc1cnn(-c2ccccc2)c1)C1CCC(=O)N(C2CC2)C1 (centres undefined)	8	-1	1	0	-2.6
9	CCOCC(=O)Nc1ccc([N+](=O)[O-])cc1C	19	-5	0	-5	0.3
10	O=C1CSC(=S)N1N=Cc1ccc(Cl)s1	29	1	2	-6	-2.2

No.	RTF Ca sens inh	DSG3 Ab inh	LANA DNA inh	V-ATPase pH	Keap1 Nrf2 FP
1	-3	110	-0.7	1	-2
2	7	x	3.9	1	0
3	-7	106	-0.4	0	-4
4	x	94	x	-2	x
5	-13	104	0.3	-1	-8
6	17*	103	-0.7	1	-2
7	0	96	0.9	0	5
8	-3	107	-0.7	-5	-4
9	-6	108	0.2	-1	-3
10	-3	100	-0.9	1	-7

# (list continues)
No.	SMILES	Arrestin-AP2 inh	NSD2 HMT inh	DAGLB inh	CAL PDZ FP-2	CAL PDZ FP-1
11	Cn1cc(C(=O)NCCN2CCN(c3cccc(Cl)c3)CC2)c2c3ccccc3n(C)c2c1=O	-3	-1	3	-1	-0.2
12	Cc1ccccc1Oc1ccc2c(c1)[C@@H]1C[C@H](N(C)C(=O)Nc3cc(Cl)cc(Cl)c3)[C@H]([C@H](C)O)C(=O)N1CC2	29	x	-5	-3	0.3
13	Cc1cccc(C(=O)Nc2ccc(C(=O)N/N=C/c3cccc(C)n3)cc2)c1	1	-2	1	4	-0.5
14	Cc1cccc(OCc2nnc(SCC(=O)NC3CCCCC3)n2C)c1	3	-5	2	-3	-2.9
15	O=C(O)c1ccc(S(=O)(=O)N2CCOCC2)o1	22	-2	0	32*	-1.2
16	COC(=O)c1ccc(C(C2C(=O)CC(C)(C)CC2=O)C2C(=O)CC(C)(C)CC2=O)cc1	12	-5	-5	-6	1.0
17	Cc1ccc(SCCC(=O)OCC(=O)Nc2ccc(S(N)(=O)=O)cc2)cc1	26	5	-1	-2	-2.4
18	CCOC(=O)c1c(C)[nH]c(C(=O)CN2CC(C)OC(C)C2)c1C (centres undefined)	1	1	1	-1	0.2
19	CCS(=O)(=O)NCC(c1cccnc1)N1CCN(c2ccccc2OC)CC1 (centres undefined)	-7	x	-1	-10	0.9
20	Cc1cc(C)c(NC(=O)CSc2nc(=O)n3cc(C)ccc3n2)c(C)c1	-7	-1	3	x	-1.1

No.	RTF Ca sens inh	DSG3 Ab inh	LANA DNA inh	V-ATPase pH	Keap1 Nrf2 FP
11	-8	117	-1.1	1	-4
12	-1	98	-2.9	-1	2
13	3	x	-0.2	0	-4
14	-5	x	-0.4	-4	-6
15	-21	x	-0.1	3	-2
16	-4	121	0.0	1	2
17	6	106	0.7	0	-4
18	-5	103	-3.4	-5	0
19	-6	104	-0.2	-1	0
20	3	108	-0.7	-2	1

# More records follow:
No.	SMILES	Arrestin-AP2 inh	NSD2 HMT inh	DAGLB inh	CAL PDZ FP-2	CAL PDZ FP-1
21	CCOc1c(C#N)c(C#N)c2nc(C)cc(C)n12	-2	19	-1	0	-0.8
22	CCCCc1nc2cc(C(=O)N3CCNC(=O)C3)ccc2o1	12	17	-1	x	-0.1
23	N#Cc1ccc(COC(=O)c2cnc3ccccc3n2)cc1	17	-1	1	-5	-0.3
24	O=C(NCCCN1CCCCC1)c1ccc2c(=O)n(CCc3ccccc3)c(=O)[nH]c2c1	24	-3	-1	0	-0.1
25	Cc1cc(N2CCN(C)CC2)ccc1NC(=O)c1ccc(-c2ccc(Cl)cc2)o1	2	5	4	2	-2.2
26	O=C(Cn1cccc1)N1CCN(c2ccc(F)cc2)CC1	5	x	3	0	-0.2
27	O=C(NCc1nnnn1-c1ccc(F)cc1)c1ccc([N+](=O)[O-])o1	-12	-2	1	-5	-1.8
28	COC(=O)/C=C/c1oc2ccccc2c1C	36	0	-3	-1	0.2
29	O=C(c1c(F)c(F)c(F)c(F)c1F)N1CCN(c2cccc(C(F)(F)F)c2)CC1	-8	x	-11	-2	0.0
30	COc1ccc(C(=O)CSc2nnnn2C)c(OC)c1	-5	5	0	-4	-0.7

No.	RTF Ca sens inh	DSG3 Ab inh	LANA DNA inh	V-ATPase pH	Keap1 Nrf2 FP
21	-9	106	-1.0	-1	-8
22	-3	100	-0.7	3	-1
23	-3	x	-0.5	-2	3
24	-21	109	-1.2	-3	3
25	-1	108	-0.5	-2	-7
26	-1	94	-0.3	-2	4
27	-4	96	0.0	-7	-1
28	9	98	-2.4	-2	-3
29	-10	x	0.0	-1	0
30	7	99	-1.4	-1	0

# The list goes on, overlapping the part above by 3 compounds.
No.	SMILES	Arrestin-AP2 inh	NSD2 HMT inh	DAGLB inh	CAL PDZ FP-2	CAL PDZ FP-1
28	COC(=O)/C=C/c1oc2ccccc2c1C	36	0	-3	-1	0.2
29	O=C(c1c(F)c(F)c(F)c(F)c1F)N1CCN(c2cccc(C(F)(F)F)c2)CC1	-8	x	-11	-2	0.0
30	COc1ccc(C(=O)CSc2nnnn2C)c(OC)c1	-5	5	0	-4	-0.7
31	CCO[C@H]1OC(C(=O)O)=C[C@@H](C2CCCCC2)[C@@H]1CCCO	-2	x	-2	-1	0.1
32	CN(NC(=O)C(C)(C)C)c1nc(-c2ccccc2)nnc1C(F)(F)F	-5	-2	-3	-3	-0.2
33	Cc1ccccc1C(=O)NC1CCN(C(=O)N2CCOCC2)CC1	10	-3	0	-1	-0.2
34	O=C(COC(=O)c1cnccn1)NC1CCCc2ccccc21 (centres undefined)	32	0	-1	-1	-0.9
35	O=[N+]([O-])c1ccc(C2CC(c3ccccc3)=Nc3ccccc3S2)cc1 (centres undefined)	4	0	-3	-6	2.1
36	O=C(CCc1ccccc1)NNC(=O)c1cc(Cl)ccc1O	9	-2	9	-1	-3.5
37	CCc1nnc(NC(=O)C2CCCN(S(=O)(=O)c3ccc(OC)cc3)C2)s1 (centres undefined)	1	-1	1	0	0.2
38	CS(=O)(=O)N(CC(=O)N1CCN(Cc2ccccc2)CC1)c1ccc(F)cc1	1	-2	1	-2	0.1
39	C#CCSc1nnc(-c2ccccc2)c(=O)[nH]1	5	-5	0	-12	0.8
40	O=c1[nH]c2ccc(NC(=S)Nc3ccccc3)cc2[nH]1	9	-1	0	-1	-0.9

No.	RTF Ca sens inh	DSG3 Ab inh	LANA DNA inh	V-ATPase pH	Keap1 Nrf2 FP
28	9	98	-2.4	-2	-3
29	-10	x	0.0	-1	0
30	7	99	-1.4	-1	0
31	7	108	0.2	0	0
32	3	x	-0.3	0	-4
33	-11	104	-0.1	-1	-3
34	-7	x	0.2	0	-2
35	-1	107	-1.0	1	0
36	-3	112	4.8	0	2
37	2	108	0.3	-2	-5
38	-15	100	1.0	1	-1
39	-7	106	-0.5	1	-4
40	-2	102	0.1	0	-3

# Following part
No.	SMILES	Arrestin-AP2 inh	NSD2 HMT inh	DAGLB inh	CAL PDZ FP-2	CAL PDZ FP-1
41	COCCn1c(-c2ccc(OC)cc2)nc2oc3cc(OC)ccc3c(=O)c2c1=O	-4	-9	-1	x	-2.1
42	CCOC(=O)c1c(NC(=O)c2ccoc2C)sc(C)c1C	19	2	-2	-3	0.1
43	COc1ccccc1C(=O)NC(=S)Nc1ccc(NC(=O)c2ccco2)cc1	5	-5	-2	x	-2.5
44	O=S(=O)(c1ccc(F)cc1)N1CCN(c2ccc(-c3ccccc3)nn2)CC1	-9	-4	-1	-1	0.1
45	Clc1cnc(Nc2cccnc2)c(Cl)c1	27	-7	-2	-7	-2.1
46	COc1ccc(NC(=O)COC(=O)c2n[nH]c3ccccc23)c(OC)c1	0	-1	1	x	-1.5
47	Cc1cccc(OCCC(=O)Nc2ccc(F)c(F)c2)c1	12	30	-4	6	-1.3
48	CCCCc1ccc(NC(=O)C(=O)NCCN2CCN(Cc3ccc([N+](=O)[O-])cc3)CC2)cc1	-15	-3	-2	-2	-2.3
49	COc1ccc(CN(C)CC(=O)NC(=O)NCc2ccccc2)c(OC)c1	2	2	-2	-3	-0.2
50	COc1ccc(NC(=O)N(Cc2cc3ccc(OC)cc3[nH]c2=O)CC2CCCO2)cc1 (centres undefined)	14	0	0	2	-0.8

No.	RTF Ca sens inh	DSG3 Ab inh	LANA DNA inh	V-ATPase pH	Keap1 Nrf2 FP
41	4	117	-0.2	2	-1
42	-15	100	-0.8	-3	0
43	-16	x	1.3	-3	-7
44	-1	105	-1.5	-1	-6
45	6	x	0.3	6	1
46	2	93	-0.4	3	-3
47	11	104	-0.8	-1	-2
48	-9	98	1.1	-1	-3
49	-6	x	-1.5	0	0
50	-6	99	-0.2	2	6

# Another view of some results above:
# Each structure is followed by: Arrestin-AP2 inh, NSD2 HMT inh, DAGLB inh, CAL PDZ FP-2, CAL PDZ FP-1, RTF Ca sens inh, DSG3 Ab inh, LANA DNA inh, V-ATPase pH, Keap1 Nrf2 FP
46: COc1ccc(NC(=O)COC(=O)c2n[nH]c3ccccc23)c(OC)c1
  0, -1, 1, x, -1.5, 2, 93, -0.4, 3, -3
47: Cc1cccc(OCCC(=O)Nc2ccc(F)c(F)c2)c1
  12, 30, -4, 6, -1.3, 11, 104, -0.8, -1, -2
48: CCCCc1ccc(NC(=O)C(=O)NCCN2CCN(Cc3ccc([N+](=O)[O-])cc3)CC2)cc1
  -15, -3, -2, -2, -2.3, -9, 98, 1.1, -1, -3

# Additional results:
No.	SMILES	Arrestin-AP2 inh	NSD2 HMT inh	DAGLB inh	CAL PDZ FP-2	CAL PDZ FP-1
51	CN(CC(O)Cn1cnc2c1c(=O)n(C)c(=O)n2C)c1ccccc1 (centres undefined)	-9	1	1	-2	-2.1
52	CN1CCN(c2ccccc2NC(=O)c2cc3ccccc3o2)CC1	-2	11	2	x	-3.4
53	CCN(CC(=O)Nc1c(F)cccc1F)C(=O)c1cccc(S(=O)(=O)N2CCc3ccccc3C2)c1	27	2	-2	-4	-1.4
54	Cc1ccccc1OC1=NS(=O)(=O)c2ccccc21	49	-4	-2	5	0.7
55	CCCSC1=C(C#N)C(c2cccs2)CC(=O)N1 (centres undefined)	-1	0	0	-3	-1.2

No.	RTF Ca sens inh	DSG3 Ab inh	LANA DNA inh	V-ATPase pH	Keap1 Nrf2 FP
51	-4	126	1.1	1	2
52	-4	101	-1.0	-2	-6
53	5	89	0.7	2	2
54	-2	92	0.0	1	-4
55	3	x	1.3	2	-1
